PGC1a acetyl inh: PGC1a acetylation modulation, inhibitor mode | inhibition, % at 15.6 µM | AID 651687 | U2OS PGC1a acetylation, AlphaScreen anti-acetyl-lysine; with virally co-expressed GCN5 acetyltransferase | hit rate 0.17% among 350,000;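 active means every replicate shows inhibition of at least 40%; inconclusive means mean inhibition at least 40% but some replicate below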;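 further: 0% = neutral control wells and 100% = positive control wells; some results beyond the cut were filed as inactive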
ERAP1 HTS inh: inhibitors of human ERAP1 aminopeptidase. Q9NZ08. recombinant ERAP1, Leu-AMC fluorescence, 60 min. inhibition, % at 10.7 µM. hit rate 0.15% among 340,000. AID 652197;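 active means mean replicate inhibition of at least 30%, or all replicates individually reaching that 30% level; inactive means mean below 30% and not every replicate reaching it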;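 further: 0% = neutral control wells and 100% = L-leucinethiol positive control wells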
Target sequence (Q9NZ08 whole entry, looked up): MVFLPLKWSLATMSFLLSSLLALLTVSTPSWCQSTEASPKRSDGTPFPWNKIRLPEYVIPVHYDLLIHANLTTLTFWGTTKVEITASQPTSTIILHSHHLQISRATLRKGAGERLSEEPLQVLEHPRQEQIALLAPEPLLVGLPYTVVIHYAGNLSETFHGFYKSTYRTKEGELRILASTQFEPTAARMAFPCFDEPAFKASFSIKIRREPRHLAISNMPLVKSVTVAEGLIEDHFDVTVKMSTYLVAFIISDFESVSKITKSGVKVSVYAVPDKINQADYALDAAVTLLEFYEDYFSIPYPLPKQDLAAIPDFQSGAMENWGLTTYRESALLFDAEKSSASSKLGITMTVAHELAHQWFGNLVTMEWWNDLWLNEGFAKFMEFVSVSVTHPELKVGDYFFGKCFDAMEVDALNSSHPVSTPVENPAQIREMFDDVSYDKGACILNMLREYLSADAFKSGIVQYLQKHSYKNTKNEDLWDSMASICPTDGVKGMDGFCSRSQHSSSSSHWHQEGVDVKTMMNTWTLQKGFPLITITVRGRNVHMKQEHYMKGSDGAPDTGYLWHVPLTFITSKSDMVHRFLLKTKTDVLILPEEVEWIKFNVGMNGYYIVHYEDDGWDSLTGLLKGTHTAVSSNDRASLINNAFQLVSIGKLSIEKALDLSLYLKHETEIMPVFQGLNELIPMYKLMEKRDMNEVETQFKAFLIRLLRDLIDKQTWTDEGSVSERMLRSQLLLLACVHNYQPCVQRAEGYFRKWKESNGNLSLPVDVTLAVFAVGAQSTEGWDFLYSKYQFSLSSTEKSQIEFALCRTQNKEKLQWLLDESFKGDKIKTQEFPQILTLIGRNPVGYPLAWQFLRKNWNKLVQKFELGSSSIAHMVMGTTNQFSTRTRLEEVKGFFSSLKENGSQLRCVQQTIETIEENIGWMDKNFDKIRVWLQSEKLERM
EWS-Fli block: EWS/Fli transcriptional activity inhibition. A673 NR0B1-luciferase reporter, viability-normalised. inhibition, % at 12.6 µM. hit rate 0.67% among 350,000. AID 651661;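 active means mean inhibition of at least 50% after viability correction, with every replicate also passing that limit; inconclusive means mean reaches 50% but only one of two replicates passes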;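 further: firefly luciferase signal divided by Alamar Blue viability fluorescence both relative to DMSO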
S100A4 inh HTS: blocks human S100A4 binding to myosin IIA peptide | P26447 | S100A4/TAMRA-MyoIIA peptide fluorescence polarization | inhibition, % at 10.7 µM | hit rate 0.14% among 360,000 | AID 652163;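 active means mean inhibition of at least 70% across replicates, with every replicate also reaching that level; inconclusive means mean inhibition reaches 70% but some replicates fall short; inactive means mean inhibition below 70%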
Target sequence (P26447 whole entry, looked up): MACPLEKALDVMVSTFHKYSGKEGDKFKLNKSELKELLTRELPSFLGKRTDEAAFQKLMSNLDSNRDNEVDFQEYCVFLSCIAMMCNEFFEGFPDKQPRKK
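Material: S100A4 monomer (human). Medium: Calcium-containing HEPES buffer, pH 7.2. Probe or stimulus: labelled myosin peptide probe, 5 nM. Compound dosing: one concentration per compound. Timing: polarization read 5 min after assay mix addition, stable 5–60 min. Benchmarks: DMSO as neutral control, TFP as positive control.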
PAX8 reporter: PAX8 transcriptional activity inhibition; RMG-I TPO-luciferase reporter, SteadyGlo, 24 h; inhibition, % at 12.6 µM; hit rate 1.2% among 360,000; AID 652154;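 active means mean replicate inhibition at least 60% with every replicate also reaching 60%; inconclusive means only one of the two criteria is met; inactive means mean below 60% and not all replicates reaching 60%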;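 further: luciferase light reporting Pax8 driven TPO promoter activity; plate controls were median of neutral control wells for no effect and mitoxantrone controls for full effect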
FN deposit inh: fibronectin deposition inhibition; AH1F fibroblasts, Alexa488-fibronectin deposition fluorescence, overnight; inhibition, % at 12.6 µM; hit rate 0.086% among 350,000; AID 743247;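 active means mean inhibition across replicates of 30% or more, regardless of how many single replicates reach that level; inconclusive means mean under 30% yet at least half of replicates reach 30%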;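 further: positive control wells lacked labelled fibronectin entirely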
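Material – AH1F fibroblast monolayer, labelled fibronectin deposition · Reagent – labelled fibronectin 24 nM · Timing – 1 h adhesion, overnight exposure · Measured by – fluorescence at 485 nm excitation, 525 nm emission · Read-out – inhibition of fibronectin deposition signal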
LGR2 inh: blocks bursicon-induced cAMP signaling via Drosophila LGR2. HEK293 LGR2, CRE-luciferase, bursicon-stimulated, 4 h. inhibition, % at 9.99 µM. hit rate 0.35% among 380,000. AID 720647;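 active means drop in luminescence signal, shown as inhibition above about 50% in the replicate tests, limit read from the data, passing the limit was not always enough; inconclusive means probably only some replicates passing the limit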;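 further: agonist challenge used bursicon conditioned medium at about half maximal strength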
PglD inh: PglD (C. jejuni) enzyme inhibition. purified PglD enzyme, DTNB colorimetric CoA detection. inhibition, % at 12.5 µM. hit rate 0.098% among 360,000. AID 602405; in the data active means inhibition above about 16%, passing the limit was not always enough; inconclusive means no clear call, values can overlap the other calls; further: strong numbers were not always called active
* hit, by the source's call; ? = inconclusive; . = not tested or not shown.

SMILES	PGC1a acetyl inh	ERAP1 HTS inh	EWS-Fli block	S100A4 inh HTS	PAX8 reporter	FN deposit inh	LGR2 inh	PglD inh
O=[N+]([O-])c1ccc(S(=O)(=O)N2CCN(Cc3ccco3)CC2)cc1	.	3	.	-1	2	-7	11	3
COc1ccccc1NC(=O)c1ccc(NC(=O)CN2CCCCC2)cc1	0	-1	-8	-4	.	0	-14	-2
Cc1cccc(NC(=O)CCN2C(=O)c3ccccc3C2=O)c1	7	-2	-1	-4	7	-4	-11	1
COc1cccc(Nc2nc3cc(OC)ccc3cc2C#N)c1	.	3	2	-2	-2	-1	-14	.
Cc1ccccc1C(=O)NNC(=S)NC(=O)COc1ccccc1	4	1	-5	5	.	.	7	.
C=CCN(CC=C)C[C@@H]1CSCCS(=O)(=O)N1	.	-3	5	-3	-4	-5	4	.
Fc1ccccc1CN1[C@@H]2CNC[C@H]1C2c1ccc(-c2ccncc2)cc1 (stereo partly specified)	1	1	0	-7	-7	4	0	.
Cc1ccc(S(=O)(=O)N2CCN(c3ccccc3)CC2)cc1C	-10	-2	11	-6	12	0	0	1
O=C(CCc1c[nH]c2ccccc12)Nc1ncccc1O	0	-4	5	-4	3	1	-4	-2
CCc1nnc(NC(=O)CCS(=O)(=O)Cc2ccccc2)s1	.	-4	-10	-2	8	3	4	3
CC(CC(=O)c1ccc(F)cc1)N1CCN(c2ccccc2)CC1 (stereo unspecified)	.	2	-9	-1	0	7	6	.
Cc1noc(C)c1NC(=O)Nc1ccc2c(c1)C(=O)N([C@@H](C)CO)C[C@H](C)[C@H](CN(C)C)OCCCC[C@H](C)O2	-12	2	-2	34	-13	.	8	4
O=C(Nc1ccc(F)cc1)C(CCc1ccccc1)N1CCN(c2ccncc2)CC1 (stereo unspecified)	.	-4	16	3	-15	12	-8	.
CCCc1cc(CN2CCOCC2)c(O)c(CN2CCOCC2)c1O	.	-4	13	19	-3	-8	-16	.
O=c1ccnc2n1COCS2	9	.	10	1	13	-3	4	3
COc1cccc(C(=O)Nc2ccc3c(c2)OC[C@H](C)N(C)C[C@@H](C)[C@H](OC)CN(C)C3=O)c1	12	2	1	6	-2	4	-17	0
COc1ccc(NC(=O)c2cnc3ccccn3c2=O)c(OC)c1	-10	1	-94	-2	-60	2	-8	.
O=C(C/C=N\OCc1ccc([N+](=O)[O-])cc1)Nc1ccc(Cl)cc1	.	7	-3	-9	6	.	9	.
CCCc1[nH]n(-c2ccc(F)cc2)c(=O)c1C=Nc1ccc(C)cc1	.	-4	7	-2	14	-1	13	.
N/C(=N\OC(=O)c1ccc(=O)n(Cc2ccccc2)c1)c1ccccn1	.	4	8	0	-21	4	-3	1
Cc1ccc(CN2C(=O)CSc3ccc(C(=O)NC4CC4)cc32)cc1	6	1	2	-5	-7	-1	2	-4
CN1CCSc2ccc(C(=O)Nc3ccc(Cl)cc3)cc21	8	3	-86	-1	-55	2	-45	.
CC(=O)OCC(COC(C)=O)(CN1C(=O)c2ccccc2C1=O)CN1C(=O)c2ccccc2C1=O	.	4	11	-3	6	12	.	.
Cc1noc(C(=O)NCc2ccco2)c1Cl	-5	2	-15	-10	7	-3	-16	3
O=C1/C(=C/c2ccc([N+](=O)[O-])cc2)CCC1C1CCCC1 (stereo unspecified)	-2	-3	-80	-3	-60	0	-15	2

Retrieved one by one from above (6):
SMILES	PGC1a acetyl inh	ERAP1 HTS inh	EWS-Fli block	S100A4 inh HTS	PAX8 reporter	FN deposit inh	LGR2 inh	PglD inh
CC(CC(=O)c1ccc(F)cc1)N1CCN(c2ccccc2)CC1 (stereo unspecified)	.	2	-9	-1	0	7	6	.
Cc1noc(C(=O)NCc2ccco2)c1Cl	-5	2	-15	-10	7	-3	-16	3
CCCc1[nH]n(-c2ccc(F)cc2)c(=O)c1C=Nc1ccc(C)cc1	.	-4	7	-2	14	-1	13	.
CCc1nnc(NC(=O)CCS(=O)(=O)Cc2ccccc2)s1	.	-4	-10	-2	8	3	4	3
CN1CCSc2ccc(C(=O)Nc3ccc(Cl)cc3)cc21	8	3	-86	-1	-55	2	-45	.
CCCc1cc(CN2CCOCC2)c(O)c(CN2CCOCC2)c1O	.	-4	13	19	-3	-8	-16	.

Further entries
SMILES	PGC1a acetyl inh	ERAP1 HTS inh	EWS-Fli block	S100A4 inh HTS	PAX8 reporter	FN deposit inh	LGR2 inh	PglD inh
Cc1c(C(=O)NNS(=O)(=O)c2ccccc2Cl)sc(=S)n1C	.	3	6	-3	15	10	-11	-1
Cn1c(N)cc(=O)[nH]c1=S	3	9	4	0	15	8	1	1
C[C@@H]1CCCCO[C@H](CN(C)CC2CCCCC2)[C@H](C)CN([C@@H](C)CO)C(=O)c2cc(NS(=O)(=O)c3cn(C)cn3)ccc2O1	.	-2	-8	7	-21	.	-5	1
CC1CCCC(C)N1CC(O)COC1CCC(C(C)(C)C)CC1 (stereo unspecified)	-2	-3	23	-3	23	2	10	-1
COc1cccc(CN(C)C(=O)c2ccc(NS(=O)(=O)c3ccc4[nH]c(=O)[nH]c4c3)cc2)c1OC	-5	-3	3	-4	.	-1	1	1
Cc1csc2c(N3CCN(C(=O)Nc4ccc(OC(F)(F)F)cc4)CC3)ncnc12	.	1	7	-2	0	-3	-1	.
COc1ccc2c(c1)C(C)CC(C)(C)N2C(=O)Nc1ccccc1 (stereo unspecified)	-2	2	-15	5	-30	-3	0	-2
Cc1cc(NC(=O)CN2C(=O)NC3(CCCCCC3)C2=O)ccc1Br	-25	0	3	-2	16	-5	-19	-4
COc1ccccc1C(=O)N1C[C@H]2[C@@H](c3ccccc31)[C@@H](CO)N2C(=O)Cc1ccccc1	-5	1	15	14	-5	5	2	2
O=C(CCCC(=O)N(CC(=O)NC1CCCC1)c1cccc(F)c1)Nc1ccccn1	-6	-3	0	0	-15	-5	7	8
Cc1cc(C#Cc2c(-c3ccccc3)n(C)c3ccccc23)ccc1F	-4	5	-14	-16	5	-3	-2	-2
C[C@@H]1CCCCO[C@@H](CN(C)Cc2ccc3c(c2)OCO3)[C@H](C)CN([C@@H](C)CO)C(=O)c2cc(NC(=O)CCC(F)(F)F)ccc2O1	-7	0	-4	1	13	.	-19	-2
C/C=C/c1ccc([C@@H]2[C@H]3CN(C(=O)Nc4ccccc4F)CCCCN3[C@H]2CO)cc1	-5	7	-15	8	-2	.	-6	2
Cc1cccc(NC(=O)C2c3ccccc3C(=O)N3CCc4ccccc4C23)n1 (stereo unspecified)	6	.	.	.	.	4	3	1
CCCCc1nnc(NC(=O)C2CCN(c3ncnc4sc(C)c(C)c34)CC2)s1	3	1	5	0	-13	2	0	-1
Oc1cccc2ccc(N3CCOCC3)nc12	0	-1	-19	2	-3	2	-4	-2
Cc1ccc(C(=O)NC(=S)Nn2cnnc2)cc1	.	.	-2	.	-1	-6	16	6
COc1ccc(/C=N/N2CCN(Cc3ccc(C)cc3)CC2)cc1Br	2	0	-3	3	-3	-3	5	-1
CCCc1cc(NC(=O)COC(=O)c2nccnc2N)n(-c2ccccc2)n1	8	0	3	-7	4	-1	.	-7
CCOC(=O)C1CCN(C(=O)c2ccc3c(=O)n4nc(Nc5cc(C)ccc5C)sc4nc3c2)CC1	-1	3	5	0	21	3	13	-5
CCC(=O)Nc1nc2ccccc2n1Cc1ccc(Cl)cc1	.	3	29	-1	28	.	-20	.
CC(C)NC(=S)N/N=C/c1ccc(C(C)(C)C)cc1	-17	-3	16	1	-18	-9	-15	2
O=C(Nc1ccc(Cl)cc1)N[C@H]1CC[C@H](CCNS(=O)(=O)c2ccccc2F)O[C@@H]1CO	-5	-3	-5	-37	41	6	-12	-2
CC(=O)c1ccc(Nc2nc(-c3cccnc3)cs2)cc1	-4	0	-61	-12	-67	-3	-24	-1
Oc1ccc(/C=N/NC(=S)Nc2cccnc2)c(O)c1O	4	2	-36	-9	17	-3	4	4

The listing continues.
SMILES	PGC1a acetyl inh	ERAP1 HTS inh	EWS-Fli block	S100A4 inh HTS	PAX8 reporter	FN deposit inh	LGR2 inh	PglD inh
O=C(C1CC1)N1C[C@@H]2[C@H](c3ccccc31)[C@H](CO)N2S(=O)(=O)c1ccccc1	-1	.	6	.	8	4	-7	3
O=C(O)c1ccc2c(=O)n(-c3ccccc3)c(=S)[nH]c2c1	-4	-2	1	-6	-6	5	17	-7
COc1ccccc1OCCn1cc(C=O)c2ccccc21	.	4	-6	4	-1	-2	4	3
CCCC(=O)Nc1ccc2c(c1)OC[C@@H](C)N(C(=O)c1ccncc1)C[C@@H](C)[C@@H](OC)CN(C)C2=O	7	-1	3	3	8	-4	8	0
CCOC(=O)N1CCN(C(=O)COc2ccc3c(c2)C(=O)CC(C)(C)O3)CC1	9	.	9	-4	4	-3	-3	.
CS(=O)(=O)c1cccc(OCCCN2CCC(C(O)(c3ccccc3)c3ccccc3)CC2)c1	.	1	-3	4	-14	-2	-30	.
O=C(CC1C(=O)N(c2ccccc2)C(=O)N1Cc1ccco1)Nc1ccccc1 (stereo unspecified)	.	0	-5	1	-41	.	-18	.
Cc1ccc(-c2nnc(Nc3ccc(C(=O)N(C)C)cc3)c3ccccc23)cc1S(=O)(=O)NC(C)(C)CO	-6	.	-10	0	-18	5	12	.
Cc1nn(S(=O)(=O)c2ccc(Br)cc2)c(C)c1S(=O)(=O)N1CCOCC1	3	-3	.	8	-7	6	27	2
CCc1cc(C(=O)NC2CCCc3c2cnn3-c2cccc(C)c2C)n(C)n1 (stereo unspecified)	.	2	13	5	.	-14	20	.
Cc1ccc(S(=O)(=O)N2CCCCC2)cc1NC(=O)CSc1ncn[nH]1	1	-2	8	-4	1	-1	-10	4
COc1cc(CNC(=O)c2cnccn2)cc(OC)c1	-10	0	12	-4	-5	3	-5	-2
COc1ccc(-c2csc(CCn3nc(C)cc3C)n2)cc1OC	5	-6	3	-5	-10	37*	-16	0
COc1cc(-c2cc(-c3ccc(F)cc3)nc(N)c2C#N)ccc1O	.	5	23	2	12	1	8	.
Cc1cccc(NC(=O)C2C3C=CC4(O3)C2C(=O)N(CCCN2CCCC2)C4C(=O)NC2CCCC(C)C2C)c1 (stereo unspecified)	-1	-5	8	-2	12	-3	1	2
O=C(Nc1nc2ccsc2c(=O)s1)C1CCC1	?	.	-58	-5	-63	-3	-39	-3
CCCN(C)C[C@@H]1Oc2cc(C#Cc3cccnc3)ccc2S(=O)(=O)N([C@@H](C)CO)C[C@@H]1C	-7	-4	9	3	.	.	-2	-1
CNC(=O)C[C@@H]1CC[C@@H]2[C@H](COc3ccc(NS(=O)(=O)c4ccccc4C)cc3C(=O)N2C)O1	7	0	-1	0	-2	4	6	4
CC(C)NC(=O)CN1CCC(c2ccccc2)C(O)C1 (stereo unspecified)	.	0	-8	1	17	-11	4	.
Cc1ccc2c(c1)=N/C(=N\c1[nH]c(O)c3ccccc13)N=2	.	3	-29	0	-20	0	-96	7
CC(C)NC(=O)Nc1ccc2c(c1)C(=O)N([C@@H](C)CO)C[C@@H](C)[C@H](CN(C)Cc1ccc(C(=O)O)cc1)OCCCC[C@@H](C)O2	5	-1	-4	14	-3	6	-20	-2
COc1ccc(NC(=S)NCC2CCCO2)c(OC)c1 (stereo unspecified)	0	.	.	.	-8	2	.	0
O=C(COc1cccc2c1CCNC2=O)Nc1cccc(F)c1	-1	-6	-10	-6	-26	12	10	.

Source: PubChem BioAssay

The order is random (roughly 2.1% active in at least one column).
